Bioassay records as filed in PubChem.
HTT cytoprotect = qHTS Multiplex Assay to Identify Dual Action Probes in a Cell Model of Huntington: Cytoprotection (ATP) | AID 1471, 2008 | PC12 HTT-Q103 induced, cytoprotection, ATP luminescence, 40 h | Potency, µM (doses to about 56.4 µM), inactives show cytoprotection (ATP increase), most hits filed as activators | 230,000 tested, 0.14% active;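 also: % of control where 0% means no effect; nearly all actives have a fitted effect of over 45% in size; toxic huntingtin expression switched on by the ecdysone agonist tebufenozide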
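Compounds were screened for protection of PC12 cells against cell death after tebufenozide induction (100 nM final) of mutant Huntingtin exon 1 (Q103) fused to GFP.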
Tau ThT inhib = qHTS for Inhibitors of Tau Fibril Formation, Thioflavin T Binding. Microtubule-associated protein tau (Homo sapiens), P10636. recombinant tau K18 P301L, heparin-induced fibrillization, ThT fluorescence. Potency, µM (titrated, usually from 57.4 µM), for the others: top-dose activity, negative = inhibition, actives largely listed as inhibitors. 270,000 tested, 2.1% active. AID 1460, 2008; also: % is scaled to controls: 0 for no effect and ±100 for the full control effect; nearly all actives have a fitted effect of over 55% in size
Target sequence (P10636 561-689 P618L limits assumed): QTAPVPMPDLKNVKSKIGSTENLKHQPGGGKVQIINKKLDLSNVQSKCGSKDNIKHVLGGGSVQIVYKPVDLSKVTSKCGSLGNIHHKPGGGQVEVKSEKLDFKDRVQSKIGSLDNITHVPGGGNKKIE
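Heparin-induced fibrillization of the P301L-mutant K18 repeat-domain fragment of human tau was followed by ThT binding in quantitative high-throughput format.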
Tau fluor counter = Counterscreen qHTS for Inhibitors of Tau Fibril Formation, Fluorescence Polarization. tau K18 P301L (four-repeat tau fragment) Alexa594 fluorescence, heparin fibrillization. 280,000 tested, 0.93% active. Potency, µM (series often up to 57.7 µM), for inactives: top-dose activity change, negative = decrease; also: % is scaled to controls: 0 for no effect and ±100 for the full control effect; nearly all actives have a fitted effect of over 55% in size
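Human K18 P301L tau (15 uM unlabeled plus 0.24 uM Alexa 594-labeled, final) in 100 mM sodium acetate pH 7 was mixed with compound and 20 uM heparin and incubated 6 hr at 37 C.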
ALDH1A1 block = qHTS Assay for Inhibitors of Aldehyde Dehydrogenase 1 (ALDH1A1). 220,000 tested, 7.3% active. Purified ALDH1A1, NADH fluorescence, propionaldehyde substrate. Aldehyde dehydrogenase 1A1 (Homo sapiens), P00352. Potency, µM (top dose mostly 75.3 µM), for inactives: at the highest dose activity, negative = inhibition, hits mostly inhibitors; active = well fitted inhibition curve with a large enough effect, not every such curve was filed as active; inconclusive = small, poorly fitted or top-dose-only effect, or another doubt; inactive = no such curve, though single readings can be large or run the other way;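 also: plate controls were no enzyme wells and a reference inhibitor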
Target sequence (P00352 whole entry, looked up): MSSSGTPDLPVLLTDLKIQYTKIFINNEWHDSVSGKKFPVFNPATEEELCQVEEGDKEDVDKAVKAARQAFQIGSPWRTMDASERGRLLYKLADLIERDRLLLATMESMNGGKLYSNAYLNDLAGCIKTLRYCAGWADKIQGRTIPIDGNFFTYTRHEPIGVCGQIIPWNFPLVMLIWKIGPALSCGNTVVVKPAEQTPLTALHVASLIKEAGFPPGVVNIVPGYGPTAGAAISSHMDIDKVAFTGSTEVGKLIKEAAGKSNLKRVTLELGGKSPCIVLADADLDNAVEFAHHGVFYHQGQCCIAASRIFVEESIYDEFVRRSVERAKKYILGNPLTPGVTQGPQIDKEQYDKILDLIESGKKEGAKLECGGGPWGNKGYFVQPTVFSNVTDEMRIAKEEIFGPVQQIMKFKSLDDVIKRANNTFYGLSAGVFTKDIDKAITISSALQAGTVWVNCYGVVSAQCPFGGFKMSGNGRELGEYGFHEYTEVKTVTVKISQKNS
HttQ103 aggreg = qHTS Multiplex Assay to Identify Dual Action Probes in a Cell Model of Huntington: Aggregate Formation (GFP). Potency, µM (series often up to 46.1 µM), inactives show at the top dose activity change, negative = inhibition, most hits filed as inhibitors. 220,000 tested, 1.1% active. PC12 HttQ103-GFP aggregates, Acumen cytometry, 40 h. AID 1688, 2009; also: % is scaled to controls: 0 for no effect and ±100 for the full control effect; nearly all actives have a fitted effect of over 60% in size
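Inducible Q103 Huntingtin exon 1–GFP PC12 line, 1500 cells/well in phenol red free DMEM with 5% equine and 5% calf serum. Tebufenozide 100 nM induced expression; compounds titrated; aggregates quantified by cytometry.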
JMJD2E inh = qHTS Assay for Inhibitors of Human Jumonji Domain Containing 2E (JMJD2E); Lysine-specific demethylase 4E (Homo sapiens), B2RXH2; JMJD2E catalytic domain, FDH-coupled NADH fluorescence (FDH is formaldehyde dehydrogenase); Potency, µM (doses to about 57.1 µM), for the others: at the top dose activity change, negative = inhibition, usual class: inhibitors; 230,000 tested, 1.6% active; active = well fitted inhibition curve with a large enough effect, not every such curve was filed as active; inconclusive = small, poorly fitted or top-dose-only effect, or another doubt; inactive = no such curve, though single readings can be large or run the other way;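 also: 0% = wells with enzyme and -100% = buffer wells without enzyme; nearly all actives have a fitted effect of over 50% in size; many of its hits are not listed in these tables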
Target sequence (B2RXH2 1-337 limits assumed): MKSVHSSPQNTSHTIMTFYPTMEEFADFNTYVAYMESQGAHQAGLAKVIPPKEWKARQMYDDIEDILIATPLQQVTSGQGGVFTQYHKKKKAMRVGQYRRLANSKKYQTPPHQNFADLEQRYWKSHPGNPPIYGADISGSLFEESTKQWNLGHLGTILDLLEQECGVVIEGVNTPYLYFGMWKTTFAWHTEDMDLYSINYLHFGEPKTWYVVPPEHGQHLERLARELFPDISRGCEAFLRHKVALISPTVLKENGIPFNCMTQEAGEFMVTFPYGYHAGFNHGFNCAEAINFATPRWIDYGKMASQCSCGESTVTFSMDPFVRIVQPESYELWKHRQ
SMN2 splice enh = qHTS Assay for Enhancers of SMN2 Splice Variant Expression; HEK293 SMN2-luciferase splicing reporter, luminescence, 30-36 h; 210,000 tested, 2.8% active; Potency, µM (doses to about 46.1 µM), without a hit: at the highest dose activity change, positive = activation, usual class: activators; AID 1458, 2008; also: % of control where 0% means no effect; nearly all actives have a fitted effect of over 55% in size
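HEK293 cells carry an SMN2 […]–luciferase reporter in which exon 7 inclusion puts luciferase in frame. Cells were plated 10-12 h before compound addition, then incubated 30-36 h at 37C. ONE-Glo luminescence was read; sodium butyrate at 4.5 mM final served as control.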
Tau fibril FP = qHTS for Inhibitors of Tau Fibril Formation, Fluorescence Polarization; Microtubule-associated protein tau (Homo sapiens), P10636; K18 P301L tau heparin fibrillization, Alexa594 FP, 6 h; Potency, µM (top dose mostly 57.7 µM), for the others: at the highest dose activity, negative = inhibition, most hits filed as inhibitors; 280,000 tested, 0.39% active; AID 1468, 2008; also: % is scaled to controls: 0 for no effect and ±100 for the full control effect; nearly all actives have a fitted effect of over 55% in size
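Read-out: fluorescence polarization of Alexa 594-labeled tau (0.24 uM), 555 nm excitation, 632 nm emission. Mixtures held 15 uM unlabeled K18 P301L, compound and 20 uM heparin, pH 7 acetate buffer, incubated 6 hr at 37 C.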
* marks the source's active call; other numbers are inactive results; ? = inconclusive; . = not tested or not shown; [ ] = another dose, or the depositor's remark. Unless noted, calls follow the shape of the dose curve; as a rule, active = well fitted curve in the direction sought with a large enough effect; inconclusive = small, poorly fitted or top-dose-only effect, or another doubt; inactive = no such curve, though single readings can be large; an effect the other way counts as inactive or inconclusive. Potency is read from the fitted curve at half-maximal effect. These rows are one share of the data (hit frequency here may not be typical).

#	molecule	Tau fibril FP	JMJD2E inh	Tau ThT inhib	ALDH1A1 block	HTT cytoprotect	HttQ103 aggreg	Tau fluor counter	SMN2 splice enh
1	COc1ccc(Nc2nc(N)c([N+](=O)[O-])c(N3CCOCC3)n2)cc1	10%	-2%	?	.	2%[10 µM]	-7%[9.22 µM]	?	.
2	COC(=O)c1ccc(NC(=O)CN(C2CCCCC2)S(C)(=O)=O)cc1	-1%	-4%	-9%	-3%	-16%	-13%	-13%	16%
3	O=C(CCCc1ccc(-c2ccccc2F)cc1)Nc1ccc(O)cc1	?	-7%	?	?	-19%	.	11µM*[quencher]	?
4	NC(=O)NC(=O)CC1S/C(=N/N=C2/NC(=O)CS2)NC1=O (stereo not given)	-4%	83%[activator]	-7%	1%	-20%	1%	6%	7%
5	C/C(CC(=O)Nc1ccc(C)c(Cl)c1)=N\NC(=O)Cc1cccs1	-16%	-10%	16%	.	-10%[10 µM]	-21%[9.22 µM]	-8%	.
6	O=C(CC1(O)C(=O)Nc2ccccc21)c1ccccc1O (stereo not given)	5%	7%	?	-12%	-1%	-2%	-20%	11%
7	Cc1ccc(C)c(NC(=O)C(Sc2nc3ccc(C)cc3[nH]2)c2ccccc2)c1 (stereo not given)	?	7%	8%	-1%	.	-15%	?	-7%
8	O=C(Nc1c(C(=O)Nc2ccc(F)cc2)oc2ccccc12)c1ccccc1F	?	.	3%	.	.	.	?	-12%
9	CC(C)C[C@H](NC(=O)c1[nH]cnc1C(=O)N[C@@H](Cc1ccccc1)C(=O)OC(C)(C)C)C(=O)OC(C)(C)C	?	3%	-9%	.	0%[10 µM]	8%[9.22 µM]	-24%	.
10	O=C(COc1ccccc1F)N1CCN(S(=O)(=O)/C=C/c2ccccc2)CC1	3%	-4%	-10%	?	21%[10 µM]	-4%	-7%	-20%
11	O=C(NCc1ccc(Cl)cc1)c1cccnc1	4%	11%	2%	5%	-6%	-1%	0%	1%
12	O=C(CCC(=O)N(c1cccc(F)c1)C(C(=O)NC1CCCC1)c1ccncc1)Nc1cccnc1 (stereo not given)	-1%	?	-1%	8%	11%[10 µM]	-6%	1%	27%
13	CCOC(=O)N1CCN(c2c(N3CCC(N4CCCCC4)CC3)c(=O)c2=O)CC1	0%	-6%	-12%	-2%	6%	-6%	-7%	4%
14	CCN(CC)CCCNC(=O)c1cn(CC)c2ccc(S(=O)(=O)N3CCC(C)CC3)cc2c1=O	-6%	.	2%	.	.	.	1%	-1%
15	O=C(O)c1cc([N+](=O)[O-])ccc1N1CCC(Cc2ccccc2)CC1	4%	-4%	?	-6%	-4%[10 µM]	-5%	-3%	.
16	Cc1ccccc1-n1nc2c(c1NC(=O)COc1ccc(Cl)cc1)CS(=O)C2 (stereo not given)	5%	0%	-7%	0%	-11%	-6%	2%	-5%
17	CCc1nnc(NC(=O)CCC(=O)N2CCN(Cc3cc(F)ccc3OC)CC2)s1	7%	2%	-6%	-3%	6%[0.074 µM]	8%	-3%	-4%
18	Cc1onc(-c2ccccc2)c1C(=O)N1CCN(Cc2ccc3c(c2)OCO3)CC1	-6%	-1%	-8%	-7%	26%[10 µM]	20%[9.22 µM]	-4%	-24%
19	Cc1nc2sc(C(c3cccs3)N3CCN(c4cccc(Cl)c4)CC3)c(O)n2n1 (stereo not given)	11%	-4%	-11%	-12%	16%[10 µM]	-8%	-11%	-15%
20	Cc1ccc(C(=O)Cn2nc(C)c([N+](=O)[O-])c2C)c(C)c1	-3%	-7%	-5%	-3%	9%[10 µM]	-5%	-6%	4%
21	Cc1ccc(CNc2nc3ccc(C)cc3n3nnnc23)cc1	-4%	.	2%	.	.	.	-3%	3%
22	FC(F)(F)c1cccc(N2Cc3ccccc3C2)c1	-8%	-4%	-16%	?	-1%	-10%	-13%	24%
23	COc1ccc(N2C(=O)N(Cc3ccccc3F)c3ccccc3S2(=O)=O)cc1	-11%	6%	1%	10%	-32%	-17%	-23%	-22%
24	CN1CCCC(OC(=O)CCCCC(=O)OC2CCCN(C)C2)C1 (stereo not given)	3%	-2%	4%	8%	-21%[10 µM]	-10%	-1%	?
25	Cc1cc(C)c2[nH]c(=O)c(C(c3nnnn3Cc3ccc4c(c3)OCO4)N3CCCC3)cc2c1 (stereo not given)	0%	?	-6%	?	-3%	1%[9.22 µM]	4%	9%
26	COCCCNC(=O)Cn1nc(-c2ccc(C)cc2)ccc1=O	1%	?	1%	?	-11%	6%	4%	-1%
27	O=C(Cn1nnc(-c2ccccc2)n1)OCc1csc(-c2ccccc2)n1	-10%	-5%	-17%	-6%	-13%[10 µM]	-4%	-26%	-6%
28	CCCOC(=O)CC1C(=O)NCCN1Cc1cc(OC)cc(OC)c1 (stereo not given)	-2%	-6%	-5%	0%	6%[10 µM]	9%[9.22 µM]	-5%	.
29	Cc1c(NC(=O)c2noc(C(C)C)c2[N+](=O)[O-])c(=O)n(-c2ccccc2)n1C	11%	-10%	-11%	-4%	-12%	8%	-7%	-12%
30	CCOc1ccc(OCC)c(NC(=O)C2C3C=CC(O3)C2C(=O)NCc2ccco2)c1 (stereo not given)	5%	-8%	?	?	-11%[10 µM]	8%	-8%	-1%

Just HTT cytoprotect (two entries from above):
| No. | molecule | HTT cytoprotect |
| --- | --- | --- |
| 18 | Cc1onc(-c2ccccc2)c1C(=O)N1CCN(Cc2ccc3c(c2)OCO3)CC1 | 26%[10 µM] |
| 22 | FC(F)(F)c1cccc(N2Cc3ccccc3C2)c1 | -1% |

Additional results follow.
#	molecule	Tau fibril FP	JMJD2E inh	Tau ThT inhib	ALDH1A1 block	HTT cytoprotect	HttQ103 aggreg	Tau fluor counter	SMN2 splice enh
31	CCCOc1ccc(C(=O)NNC(=S)NC(=O)c2cc(-c3ccc(Cl)cc3)nc3ccccc23)cc1	14%	?	-4%	?	-15%	-28%	-19%	-9%
32	CCOc1ccc(CC(=O)N/N=C/c2cccnc2)cc1	-5%	5%	-1%	11%	1%[10 µM]	3%[9.22 µM]	2%	.
33	Cc1nc(N2CCCCC2C)c2c(C)c(C(=O)Nc3cccc(C(F)(F)F)c3)sc2n1 (stereo not given)	-4%	?	-8%	?	-13%	-21%	-22%	-48%[inhibitor]
34	Cc1ccccc1NC(=O)C(=O)c1cn(C)c2ccccc12	-5%	7%	7%	5%	-14%	27%	4%	18%
35	Cn1c(=O)c2c(SCC(N)=O)nc(CC(C)(C)C)nc2n(C)c1=O	-1%	-2%	-14%	?	21%[10 µM]	1%	-12%	-1%
36	CCCc1nc(NCc2ccccn2)c2nnn(Cc3ccccc3F)c2n1	7%	4%	-4%	-12%	-22%	-26%	-5%	-32%[inhibitor]
37	Cc1ccccc1Cn1c(=O)[nH]c2ccccc21	-5%	3%	2%	.	-1%[10 µM]	5%[9.22 µM]	5%	.
38	COCCN(CCOC)c1nc(C)nc2c1nc(-c1ccccc1)n2CCCN1CCCCC1C (stereo not given)	-6%	?	5%	?	9%	.	-8%	-10%
39	CNC(=S)/N=C(\Nc1ccc(C)cc1)c1ccccc1	4%	2%	.	.	-2%[10 µM]	-15%[9.22 µM]	-5%	.
40	COc1ccc(C[C@H]2CN3C(=NC[C@@H]3Cc3ccc(O)cc3)N2C[C@H](C)NC(=O)CCC2CCCCC2)cc1	-2%	-8%	-11%	.	-6%[10 µM]	-13%[9.22 µM]	-17%	.
41	Cc1cc(C)cc(N2C(=O)CC(Sc3ncn[nH]3)C2=O)c1 (stereo not given)	2%	1.3µM*	?	2µM*	4%[10 µM]	-2%[9.22 µM]	-8%	.
42	CN=C1c2cc3cc(OC)ccc3n2CCN1C	4%	?	-5%	-2%	18%[10 µM]	-9%	-1%	0%
43	Cc1nc(-c2ccncc2)nc(NCCNc2ccc(C(F)(F)F)cn2)c1Cl	-9%	-2%	6%	.	7%[10 µM]	-31%[9.22 µM]	-7%	.
44	COCCCN(CC(=O)Nc1ccc(N2CCOCC2)cc1)S(=O)(=O)c1ccccc1	7%	-9%	-11%	?	.	16%	-10%	5%
45	c1ccc2[nH]c(SCc3cn4cccnc4n3)nc2c1	-13%	?	-10%	0%	-11%[10 µM]	-7%	-6%	24%
46	COc1cc(C2Nc3ccccc3NC3=C2C(=O)CC(c2ccc(OC)c(OC)c2)C3)ccc1O (stereo not given)	4%	-5%	?	.	-4%[10 µM]	9%[9.22 µM]	-16%	.

Shown with each value named: part of the list above
37: Cc1ccccc1Cn1c(=O)[nH]c2ccccc21
  Tau fibril FP: -5%; JMJD2E inh: 3%; Tau ThT inhib: 2%; ALDH1A1 block: .; HTT cytoprotect: -1%[10 µM]; HttQ103 aggreg: 5%[9.22 µM]; Tau fluor counter: 5%; SMN2 splice enh: .

38: COCCN(CCOC)c1nc(C)nc2c1nc(-c1ccccc1)n2CCCN1CCCCC1C (stereo not given)
  Tau fibril FP: -6%; JMJD2E inh: ?; Tau ThT inhib: 5%; ALDH1A1 block: ?; HTT cytoprotect: 9%; HttQ103 aggreg: .; Tau fluor counter: -8%; SMN2 splice enh: -10%

39: CNC(=S)/N=C(\Nc1ccc(C)cc1)c1ccccc1
  Tau fibril FP: 4%; JMJD2E inh: 2%; Tau ThT inhib: .; ALDH1A1 block: .; HTT cytoprotect: -2%[10 µM]; HttQ103 aggreg: -15%[9.22 µM]; Tau fluor counter: -5%; SMN2 splice enh: .

40: COc1ccc(C[C@H]2CN3C(=NC[C@@H]3Cc3ccc(O)cc3)N2C[C@H](C)NC(=O)CCC2CCCCC2)cc1
  Tau fibril FP: -2%; JMJD2E inh: -8%; Tau ThT inhib: -11%; ALDH1A1 block: .; HTT cytoprotect: -6%[10 µM]; HttQ103 aggreg: -13%[9.22 µM]; Tau fluor counter: -17%; SMN2 splice enh: .
